GoLoco inh red: inhibitors of human Gai1-RGS12 GoLoco interaction (red fluorophore) | Gai1:RGS12 GoLoco peptide FP, rhodamine, 10 min | Potency, µM (highest dose often 61.6 µM), for inactives: top-dose activity, negative = inhibition, actives largely listed as inhibitors | 0.44% of 230,000 active | AID 880; active = well fitted inhibition curve with a large enough effect, not every such curve was filed as active; inactive = no such curve, though single readings can be large or run the other way; also: % is scaled to controls: 0 for no effect and ±100 for the full control effect; nearly all actives have a fitted effect of over 30% in size; many of its hits are not listed in these tables
TR SRC2 fluor cs: Texas Red fluorescence interference in TRb-SRC2 counter-screen | Potency, µM (top dose mostly 106 µM), inactives show at the top dose fluorescence change, negative = quenching | TRb/SRC2 Texas Red total fluorescence interference | AID 1479 | 0.29% of 280,000 active; active = well fitted curve in either direction with a large enough effect; inconclusive = small, poorly fitted or top-dose-only effect; also: % is scaled to controls: 0 for no effect and ±100 for the full control effect
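Flags fluorescent or light-absorbing compounds by total fluorescence, S + 2P, at 555 nm excitation and 632 nm emission. Mixture: 20 nM Texas Red SRC2 peptide, 0.6 uM human TRb LBD, 1 uM T3, 5% DMSO; compound exposure 5 h at ambient temperature.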
RECQ1 inh: inhibitors of human RECQ1 DNA helicase; RECQ1 DNA unwinding, red fluorescence kinetic read; Potency, µM (titrated, usually from 57.3 µM), inactives show top-dose activity, negative = inhibition, hits mostly inhibitors; 0.54% of 240,000 active; AID 2549;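 also: plate controls were vehicle for no effect and no enzyme for full effect; nearly all actives have a fitted effect of over 30% in size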
Target sequence (P46063 whole entry, looked up): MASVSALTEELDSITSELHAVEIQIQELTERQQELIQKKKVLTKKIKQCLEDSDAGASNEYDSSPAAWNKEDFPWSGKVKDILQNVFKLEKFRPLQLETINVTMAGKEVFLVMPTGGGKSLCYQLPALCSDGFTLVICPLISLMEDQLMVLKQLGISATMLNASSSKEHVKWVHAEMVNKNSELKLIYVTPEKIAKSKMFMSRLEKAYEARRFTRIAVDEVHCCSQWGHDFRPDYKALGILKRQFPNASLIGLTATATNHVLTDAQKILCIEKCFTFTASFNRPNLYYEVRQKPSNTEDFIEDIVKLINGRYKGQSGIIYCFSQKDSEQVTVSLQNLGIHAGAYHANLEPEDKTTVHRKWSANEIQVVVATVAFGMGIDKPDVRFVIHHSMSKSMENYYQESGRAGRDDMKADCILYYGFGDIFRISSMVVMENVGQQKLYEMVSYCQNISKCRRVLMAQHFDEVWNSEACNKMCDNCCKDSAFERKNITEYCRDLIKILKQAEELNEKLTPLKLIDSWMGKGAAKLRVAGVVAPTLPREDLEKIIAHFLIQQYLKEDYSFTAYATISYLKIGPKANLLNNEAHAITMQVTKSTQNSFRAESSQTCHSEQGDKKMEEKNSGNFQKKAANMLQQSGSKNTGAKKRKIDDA
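50 nM RECQ1T1 preincubated 15 min with compound in Tris pH 8.0 buffer with MgCl2, DTT, Tween-20 and 2.5 ug/ml poly(dI-dC); started with 200 nM TAMRA/BHQ-2 forked duplex and 2 mM ATP. Unwinding read as fluorescence (525/598 nm), two reads 2 h apart.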
LMNA splice mod: LMNA splicing modulation. Potency, µM (titrated, usually from 46.1 µM), for inactives: at the top dose ratio change, negative = inhibition, usual class: inhibitors. AID 1487. HeLa LMNA splicing GFP/RFP minigene ratio, 48 h. 0.01% of 200,000 active; active = well fitted inhibition curve with a large enough effect in the signal ratio, with a control signal flat, not every such curve was filed as active; inconclusive = small, poorly fitted or top-dose-only effect, or effect the other way, or a change in a side signal; the % refers to the signal ratio; also: % is scaled to controls: 0 for no effect and ±100 for the full control effect
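Read-out is the ratio of GFP to DsRed2 object intensity, acquired by 488 nm laser-scanning cytometry on HeLa lamin A-EGFP minigene reporter cells. Compound incubation 48 hrs at 37 °C in Opti-MEM with 2% FBS; DMSO 0.5% final.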
TRb SRC2 PPI: inhibitors of human thyroid hormone receptor beta-SRC2 interaction. P10828. TRbeta-SRC2 peptide binding, fluorescence polarization; receptor liganded with 1 µM T3. Potency, µM (top dose mostly 106 µM), without a hit: at the highest dose activity change, negative = inhibition, actives largely listed as inhibitors. 0.065% of 280,000 active;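 also: plate controls were bound peptide for no effect and peptide without receptor for full effect; nearly all actives have a fitted effect of over 50% in size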
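Fluorescence polarization of 20 nM Texas Red SRC2 peptide with 0.6 uM human TRb ligand-binding domain, in Tris buffer with 1uM T3 and 5% DMSO. Incubated 5 hr ambient; normalized to unbound and bound controls.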
JMJD2E inh: inhibitors of human JMJD2E histone demethylase; B2RXH2; JMJD2E catalytic domain, FDH-coupled NADH fluorescence (FDH is formaldehyde dehydrogenase); Potency, µM (doses to about 57.1 µM), without a hit: at the highest dose activity change, negative = inhibition, hits mostly inhibitors; 1.6% of 230,000 active; active = well fitted inhibition curve with a large enough effect, not every such curve was filed as active; inconclusive = small, poorly fitted or top-dose-only effect, or another doubt; inactive = no such curve, though single readings can be large or run the other way;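 also: 0% = wells with enzyme and -100% = buffer wells without enzyme; nearly all actives have a fitted effect of over 50% in size; many of its hits are not listed in these tables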
Target sequence (B2RXH2 1-337 limits assumed): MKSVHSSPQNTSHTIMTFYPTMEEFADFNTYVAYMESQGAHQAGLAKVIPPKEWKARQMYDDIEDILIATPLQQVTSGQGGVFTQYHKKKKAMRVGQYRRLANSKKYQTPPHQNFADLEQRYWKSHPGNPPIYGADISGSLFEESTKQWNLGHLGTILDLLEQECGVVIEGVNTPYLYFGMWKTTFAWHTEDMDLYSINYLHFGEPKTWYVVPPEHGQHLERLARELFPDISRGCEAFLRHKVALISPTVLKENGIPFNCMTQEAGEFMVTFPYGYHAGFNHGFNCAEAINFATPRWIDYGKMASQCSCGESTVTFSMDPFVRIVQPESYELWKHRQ
ALDH1A1 inh: ALDH1A1 (human) enzyme inhibition | P00352 | Purified ALDH1A1, NADH fluorescence, propionaldehyde substrate | Potency, µM (doses to about 75.3 µM), for inactives: top-dose activity, negative = inhibition, usual class: inhibitors | 7.3% of 220,000 active | AID 1030; active = well fitted inhibition curve with a large enough effect, not every such curve was filed as active; inconclusive = small, poorly fitted or top-dose-only effect, or another doubt; inactive = no such curve, though single readings can be large or run the other way;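 also: plate controls were no enzyme wells and a reference inhibitor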
SMN2 splice enh: enhancers of SMN2 splice variant expression; HEK293 SMN2-luciferase splicing reporter, luminescence, 30-36 h; Potency, µM (highest dose often 46.1 µM), for inactives: at the highest dose activity change, positive = activation, most hits filed as activators; 2.8% of 210,000 active; AID 1458; also: % of control where 0% means no effect; nearly all actives have a fitted effect of over 55% in size
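HEK293 cells carry an SMN2 […]–luciferase reporter in which exon 7 inclusion puts luciferase in frame. Cells were plated 10-12 h before compound addition, then incubated 30-36 h at 37C. ONE-Glo luminescence was read; sodium butyrate at 4.5 mM final served as control.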
An asterisk follows results filed as active; i = inactive; ? = inconclusive; . = no result given; [ ] = dose if it differs, or a comment. Unless noted, calls follow the shape of the dose curve; as a rule, active = well fitted curve in the direction sought with a large enough effect; inconclusive = small, poorly fitted or top-dose-only effect, or another doubt; inactive = no such curve, though single readings can be large; an effect the other way counts as inactive or inconclusive. Potency is read from the fitted curve at half-maximal effect. These rows are one share of the data. The share of hits here may be higher or lower than overall.

SMILES | GoLoco inh red | TR SRC2 fluor cs | RECQ1 inh | LMNA splice mod | TRb SRC2 PPI | JMJD2E inh | ALDH1A1 inh | SMN2 splice enh
CN1C(=O)NC(c2ccc(O)cc2)C(C(=O)c2cccs2)C1(O)C(F)(F)F (configuration not stated) | 9% | 0% | ? | -4% | 3% | -2% | 7.9µM* | -5%
COc1cc2nc(CN3CCN(S(=O)(=O)c4ccc(Cl)cc4)CC3)[nH]c(=O)c2cc1OC | -4% | -2% | -2% | 6%[46 µM] | -5% | 6% | 12% | -24%
CC(=O)N1CCN(C(=S)NC(=O)c2ccc(S(=O)(=O)N3CCOCC3)cc2)CC1 | -16% | 0%[53 µM] | -5% | -3% | 0%[53 µM] | -5% | 0% | 20%
COc1cc(NC(=O)c2c(F)cccc2F)nc(OC)n1 | 43%[activator] | -1% | i | 16% | 5% | 2% | -5% | 31%
C=CCN1C(=O)/C(=C2/Sc3ccccc3N2CCCS(=O)(=O)O)SC1=S | -2% | -11% | -14% | -3% | -4% | -10% | ? | 0%
Cc1ccc(NC(=O)NCc2ccc3c(c2)OCO3)cc1C | 2% | -1% | i | . | -6% | -1% | 7% | .
Clc1ccc(OCc2cn3cccnc3n2)c2ncccc12 | -6% | -3% | i | -17% | -16% | ? | ? | 11µM*
O=C(Nc1cccc(C(=O)N2CCOCC2)c1)c1cccnc1 | 4% | -2% | 0% | -6% | -29% | 4% | 9% | 2%
CCCCCCNc1nc(-c2ccc(OC)cc2)c(CCC(=O)O)s1 | -1% | 1% | -7% | -16% | -1% | -15% | 22µM* | 23%
CCOC(=O)C1=NOC(CN(c2ccccc2)S(=O)(=O)c2ccc(Cl)cc2)C1 (configuration not stated) | 10% | -3% | -11% | 2%[46 µM] | 5% | 0% | -3% | 5%
Cc1ccc2c(c1)CCCN2C(=O)C1CCCO1 (configuration not stated) | 7% | -4% | -2% | -12% | -7% | 0% | -14% | 1%
CCn1c(=O)cc(OCC(=O)Nc2cc(C)ccn2)c2ccccc21 | 6% | -2% | -2% | -3% | -12% | 1% | ? | 22%
CCOc1ccc(C2CC(c3ccc(F)cc3)Nc3nc(N)nn32)cc1 (configuration not stated) | 1% | 0% | -3% | -5% | 8% | 21% | 13% | -6%
O=C(N/N=C/CCc1ccccc1)c1ccc(CN2c3cccc4cccc(c34)S2(=O)=O)cc1 | 12% | 0% | i | -13% | -11% | 7% | ? | -10%
CCc1c(C)[nH]c2ccc(OC)cc2c1=S | 4% | -3% | -7% | -17%[46 µM] | -1% | ? | ? | .
Cc1ccc(CNCc2ccccc2Cl)cc1 | 5% | 0% | i | 29% | -1% | -2% | 2% | -6%
CCCC(c1nnnn1CCc1ccccc1)N1CCN(C2CCCC2)CC1 (configuration not stated) | 4% | -4% | 0% | -1% | -2% | -3% | 11% | -6%
Cc1ccc(-c2csc(N3N=C(c4ccccc4)/C(=C\c4ccc(N(C)C)cc4)C3=O)n2)cc1 | 29% | 40µM*[quencher] | -11% | -6% | ? | -5% | 3.5µM* | 2%
CCn1cc([N+](=O)[O-])c(C(=O)Nc2nc3ccc(OC)cc3s2)n1 | -5% | -2% | 0% | -26%[9.22 µM] | 0% | 7% | 5% | -4%
O=S1(=O)CCC(S(=O)(=O)N2CCCCCC2)C1 (configuration not stated) | 9% | -5% | -7% | -3% | -1% | 4% | -7% | 2%
CC(C)(C)n1cnc2cc(NS(=O)(=O)c3ccc(Br)cc3)ccc21 | 6% | 2% | -7% | ? | 3% | 1% | -8% | -34%[inhibitor]
CC(=O)N1CCN(CC(=O)Nc2c(Cl)cc(Cl)cc2Cl)CC1 | -6% | -1% | -6% | 0% | 1% | 3% | ? | 19%
CC(C)CC(NC(=O)C(CC(C)C)NC(=O)OC(C)(C)C)C(N)=O (configuration not stated) | 5% | -7% | i | 0% | -2% | 5% | 8% | 3%
O=C(/C=C/c1ccco1)NC(=S)Nc1ccc(Cl)cn1 | 102%[activator] | ? | 25µM* | 8% | 18% | ? | 10µM* | -2%
CSc1ccccc1NC(=O)c1onc(C)c1Cl | 14% | -2% | -9% | -7% | -3% | 1% | -5% | -7%
COc1ccc(Br)cc1C(=O)NCc1cccnc1 | 8% | 0% | -4% | 16% | -22% | -7% | 6% | 23%
CCc1cccc(CC)c1NC(=O)CO/N=C(\C)c1cccs1 | 4% | 11% | 2% | -13% | -1% | 0% | -4% | -51%[inhibitor]
COc1cccc(OC)c1C(=O)OCC(=O)Nc1ccc(OC(F)(F)F)cc1 | -3% | 1% | i | -16% | -20% | -4% | -1% | 0%
COc1ccccc1C(c1nnnn1C(C)(C)C)N1CCN(C(=O)c2ccco2)CC1 (configuration not stated) | -11% | -1% | -5% | 6% | 2% | 2% | 25µM* | -7%
CCC(CC)C(=O)Nc1cccc(C(=O)NCc2ccco2)c1 | 8% | 0% | -13% | -10% | 12% | -6% | -15% | -9%
O=C(CN1CCN(c2ccccc2)CC1)N1CCN(c2ccccc2)CC1 | -5% | -3% | -6% | -1% | -7% | -4% | ? | -20%
CCCCCCC#CC1C=CC(OC(=O)OCC)C(COC(=O)OCC)O1 (configuration not stated) | . | 1%[11.2 µM] | -4%[11.5 µM] | . | -2%[11.2 µM] | . | 4µM* | .
O=C(NC(=S)Nc1ccccc1Cl)c1csnn1 | -5% | -9% | -9% | ? | -9% | 6% | 4.5µM* | 7%
CCOc1ccc(-n2c(SCC(=O)Nc3ccccc3CC)nc3n[nH]c(C)c3c2=N)cc1 | 4% | 3% | i | . | -1% | -1% | -15% | 4%
CCC(CC)C(=O)NCc1cccnc1 | 12% | 0% | i | -1%[46 µM] | -2% | 1% | 11% | 15%
O=C(CCc1ccc(S(=O)(=O)N2CCOCC2)cc1)NCCc1ccccn1 | 3% | -4% | i | 5% | -2% | -3% | -5% | -6%

Rewritten with two lines to a compound: entries from further up
The line under a structure holds: GoLoco inh red | TR SRC2 fluor cs | RECQ1 inh | LMNA splice mod | TRb SRC2 PPI | JMJD2E inh | ALDH1A1 inh | SMN2 splice enh
CSc1ccccc1NC(=O)c1onc(C)c1Cl
    14% | -2% | -9% | -7% | -3% | 1% | -5% | -7%
COc1ccc(Br)cc1C(=O)NCc1cccnc1
    8% | 0% | -4% | 16% | -22% | -7% | 6% | 23%
CCc1cccc(CC)c1NC(=O)CO/N=C(\C)c1cccs1
    4% | 11% | 2% | -13% | -1% | 0% | -4% | -51%[inhibitor]
COc1cccc(OC)c1C(=O)OCC(=O)Nc1ccc(OC(F)(F)F)cc1
    -3% | 1% | i | -16% | -20% | -4% | -1% | 0%
COc1ccccc1C(c1nnnn1C(C)(C)C)N1CCN(C(=O)c2ccco2)CC1 (configuration not stated)
    -11% | -1% | -5% | 6% | 2% | 2% | 25µM* | -7%
CCC(CC)C(=O)Nc1cccc(C(=O)NCc2ccco2)c1
    8% | 0% | -13% | -10% | 12% | -6% | -15% | -9%
O=C(CN1CCN(c2ccccc2)CC1)N1CCN(c2ccccc2)CC1
    -5% | -3% | -6% | -1% | -7% | -4% | ? | -20%
CCCCCCC#CC1C=CC(OC(=O)OCC)C(COC(=O)OCC)O1 (configuration not stated)
    . | 1%[11.2 µM] | -4%[11.5 µM] | . | -2%[11.2 µM] | . | 4µM* | .

Later entries
SMILES | GoLoco inh red | TR SRC2 fluor cs | RECQ1 inh | LMNA splice mod | TRb SRC2 PPI | JMJD2E inh | ALDH1A1 inh | SMN2 splice enh
COc1cccc(NC(=O)CN2CCSc3ccccc32)c1 | 1% | -4% | 0% | . | -2% | -1% | 19µM* | .
O=C(CSc1nc(-c2ccccc2)cc(C(F)(F)F)n1)N1CCOCC1 | 3% | -4% | -7% | -1% | 8% | -4% | -8% | 26%
CCC1CCCCN1CCn1c(=S)[nH]c2cc(OC)c(OC)cc2c1=O (configuration not stated) | 1% | -4% | 19% | -1% | -2% | -2% | -4% | -8%
CCOc1ccc(NC(=O)c2ccc(CSc3nnc(C)s3)cc2)cc1 | 7% | 0% | i | -8%[46 µM] | 5% | 3% | 10% | .
O=C(CN1CCC(C(=O)c2cccc(Cl)c2)CC1)Nc1ccc(C(=O)O)cc1 | -6% | -1% | i | 23%[46 µM] | -5% | -18% | 11% | .
Cc1ccc2c(c1)N(CC(=O)NC1CCC(C)CC1)C(=O)CO2 (configuration not stated) | -3% | -2% | -4% | 12% | -3% | 4% | 0% | 3%
CCC(=O)Nc1cccc(C2=NOC3(C2)C[C@H](C(N)=O)N(C(=O)c2ccc(Cl)cc2)C3)c1 (some centres not stated) | -7% | -2% | i | . | 5% | 2% | . | .
COc1ccc(NC(=O)CCC(=O)NCCO)cc1 | 12% | -4% | -8% | ? | 0% | 3% | -1% | .
CCOC(=O)C(C)Oc1cccc2c(=O)n(CC(=O)Nc3ccc(OCC)cc3)ccc12 (configuration not stated) | 12% | -2% | -3% | -6% | -15% | -2% | -13% | -11%
O=C(Nc1cc2ccccc2oc1=O)c1ccccc1 | 7% | -1% | -7% | -13%[46 µM] | -1% | -8% | -6% | 0.89µM*
CCNc1ncc2nc(-c3cccs3)c(=O)n(Cc3ccc(F)cc3)c2n1 | 3% | . | -13% | -9% | . | . | ? | .
Cc1ncc(N=Nc2ccccc2)c(-c2ccccc2)n1 | 10% | -8% | -2% | 5% | -3% | 3% | -11% | -24%
Cc1ccc(NC(=O)c2cccc(OCc3c(C)noc3C)c2)cc1 | 15% | 3% | i | 5% | -10% | -1% | ? | -5%
Cc1ccccc1-c1nc(CS(=O)CC(=O)NCCCN(C)c2ccccc2)c(C)o1 (configuration not stated) | -12% | 2% | -13% | 9% | 3% | -2% | -7% | -14%
COc1ccccc1-c1oc2ccccc2c(=O)c1OC | 4% | -2% | -1% | . | 1% | ? | -8% | .

Compound activity (PubChem BioAssay)
